ARNT TACC3 PPI: ARNT/TACC3 interaction disruption. AlphaScreen His-ARNT PAS-B/GST-TACC3 binding, luminescence; TACC3 fragment carries E629A point mutation. AID 623870. 390,000 tested, 0.66% active. Q9Y6A5. inhibition, % at 9.99 µM;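 active means mean inhibition of replicates at least 50% and at least half of replicates each reaching 50%; inconclusive means half or more replicates reach 50% but mean below 50%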;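 further: 0% = complete ARNT plus TACC3 wells and 100% = ARNT alone without TACC3; many hits fall short of the cut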
LGR2 inh: blocks bursicon-induced cAMP signaling via Drosophila LGR2 | AID 720647 | HEK293 LGR2, CRE-luciferase, bursicon-stimulated, 4 h | inhibition, % at 9.99 µM | 380,000 tested, 0.35% active;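 active means drop in luminescence signal, shown as inhibition above about 50% in the replicate tests, limit read from the data, passing the limit was not always enough; inconclusive means probably only some replicates passing the limit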;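 further: agonist challenge used bursicon conditioned medium at about half maximal strength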
SIRT5 block: blocks human SIRT5 desuccinylation of peptide; AID 652115; Purified SirT5, succinyl-peptide AMC, trypsin-coupled fluorescence; 330,000 tested, 1.1% active; inhibition, % at 15 µM; Q9NXA8; in the data active means inhibition above about 15%; inconclusive means no clear call, values can overlap the other calls
Target sequence (Q9NXA8 whole entry, looked up): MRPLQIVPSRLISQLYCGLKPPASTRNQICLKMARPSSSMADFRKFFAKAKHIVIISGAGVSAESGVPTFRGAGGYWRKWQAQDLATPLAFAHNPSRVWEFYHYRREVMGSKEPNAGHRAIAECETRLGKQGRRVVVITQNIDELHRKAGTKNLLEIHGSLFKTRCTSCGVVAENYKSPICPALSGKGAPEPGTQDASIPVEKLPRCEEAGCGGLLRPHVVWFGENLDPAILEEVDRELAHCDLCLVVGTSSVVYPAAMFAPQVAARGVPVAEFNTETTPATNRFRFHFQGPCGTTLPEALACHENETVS
PAX8 reporter: PAX8 transcriptional activity inhibition. inhibition, % at 12.6 µM. 360,000 tested, 1.2% active. RMG-I TPO-luciferase reporter, SteadyGlo, 24 h;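 active means mean replicate inhibition at least 60% with every replicate also reaching 60%; inconclusive means only one of the two criteria is met; inactive means mean below 60% and not all replicates reaching 60%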;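 further: luciferase light reporting Pax8 driven TPO promoter activity; plate controls were median of neutral control wells for no effect and mitoxantrone controls for full effect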
EWS-Fli inh: inhibitors of EWS/Fli oncoprotein transcriptional activity; A673 NR0B1-luciferase reporter, viability-normalised; inhibition, % at 12.6 µM; 350,000 tested, 0.67% active;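 active means mean inhibition of at least 50% after viability correction, with every replicate also passing that limit; inconclusive means mean reaches 50% but only one of two replicates passes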;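 further: firefly luciferase signal divided by Alamar Blue viability fluorescence both relative to DMSO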
CASP6 VEID inh: blocks human caspase-6 cleavage activity | purified caspase-6, Z-VEID-R110 cleavage fluorescence | 350,000 tested, 0.53% active | inhibition, % at 12.5 µM | P55212 | AID 686996;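 active means mean inhibition across replicates at least about 35%, with every replicate also reaching that limit, limit read from the data; inconclusive means only one of the two criteria met; inactive means neither criterion met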;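 further: 0% = median of neutral control wells and 100% = no fluorescence left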
Target sequence (P55212 24-179 limits assumed): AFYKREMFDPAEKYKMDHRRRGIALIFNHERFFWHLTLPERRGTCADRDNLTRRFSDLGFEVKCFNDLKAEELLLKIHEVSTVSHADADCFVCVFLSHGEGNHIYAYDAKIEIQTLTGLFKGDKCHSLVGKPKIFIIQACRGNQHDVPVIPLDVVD
Target sequence (P55212 194-293 limits assumed): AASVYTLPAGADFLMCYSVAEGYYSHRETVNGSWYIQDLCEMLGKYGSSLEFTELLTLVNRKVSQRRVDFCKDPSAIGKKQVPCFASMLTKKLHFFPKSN
DENV2 CPE: protects cells from dengue virus 2 cytopathic effect; DENV2-infected cells, cytopathic effect rescue, plate reader; CPE inhibition, % at 9.99 µM; 350,000 tested, 1.7% active; in the data active means CPE inhibition above about 20%, passing the limit was not always enough; inconclusive means no clear call, values can overlap the other calls; tested in BHK-21 cells;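 further: 0% = median of neutral control wells and 100% = median of positive control wells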
An asterisk follows results filed as active; ? = inconclusive; . = no result given; & = joins results of further samples.

1. O=C(CCNC(=O)c1ccc(Br)cc1)NNC(=O)COc1ccccc1F
2. COc1ccc(NC(=O)NNC(=O)COc2cc(C)c(Cl)c(C)c2)c(OC)c1
3. Cc1ccc(C(=O)NCCCNC(=O)COc2ccc(Cl)cc2)cn1
4. CN(C(=O)CN1CCN(c2ccccc2F)CC1)C1CCCc2ccccc21 (configuration not stated)
5. C[C@@H]1CN([C@H](C)CO)C(=O)c2cc(NS(=O)(=O)c3ccccc3)ccc2O[C@@H](C)CCCCO[C@H]1CN(C)Cc1ccncc1
6. CN(C)C(=O)C[C@H]1C[C@@H]2c3cc(NC(=O)NC4CCCC4)ccc3O[C@@H]2[C@H](CO)O1
7. NS(=O)(=O)c1ccc(N=Nc2c(O)[nH]c3ccc(Br)cc23)cc1
8. CCOc1ccccc1NC(=O)N1CCc2ccccc2C1

assay / compound,1,2,3,4,5,6,7,8
ARNT TACC3 PPI,-9,0,-10,-3,-30,-8,-2,-1
LGR2 inh,?,5,5,2,0,1,-9,2
SIRT5 block,-5,1,-8,0,4,-4,2,15
PAX8 reporter,11,10,-7,-3,5,-1,20,.
EWS-Fli inh,-5,.,-1,6,-14,2,-37,-1
CASP6 VEID inh,3,0,-5,-1,0,3,0,0
DENV2 CPE,-8,?,-6,-4,6,-1,0,-3

9. S=C(NCc1ccco1)N1CCN(c2cccc(Cl)c2)CC1
10. C[C@H](CO)N1C[C@H](C)[C@@H](CN(C)Cc2ccccc2)Oc2c(NC(=O)NC3CCCCC3)cccc2C1=O
11. Cc1cc(C)c(C(=O)COC(=O)c2nn(C)c(=O)c3ccccc23)cc1C
12. O=C(Nc1ccc(F)cc1)c1ccc(Br)c(S(=O)(=O)N2CCOCC2)c1
13. CNC(=O)C[C@@H]1CC[C@H]2[C@@H](COc3ccc(NC(=O)c4ccccc4F)cc3C(=O)N2C)O1
14. C[C@H](CO)N1C[C@H](C)[C@@H](CN(C)C)Oc2cc(C#C[C@@H](C)O)ccc2S1(=O)=O
15. CSc1nnc2c(n1)OC(c1ccc(C(=O)O)cc1)N(C(C)=O)c1ccccc1-2 (configuration not stated)
16. Cn1ncc([N+](=O)[O-])c1C(=O)N1CCCCCC1

assay / compound,9,10,11,12,13,14,15,16
ARNT TACC3 PPI,.,-3,-13,5,-5,-4,.,-3
LGR2 inh,2,.,13,2,-10,-2,14,6
SIRT5 block,-3,12,-4,3,.,0,.,-1
PAX8 reporter,-18,-11,-9,6,-27,9,3,2
EWS-Fli inh,4,4,-2,17,-6,6,-1,.
CASP6 VEID inh,-2,-2,2,3,.,4,4,2
DENV2 CPE,4,0,-3,2,.,2,5,-6

17. COc1cc(Cn2c(-c3ccc(O)c(OC)c3)nc3ccccc32)ccc1O
18. Cc1ccccc1-c1ccc([C@H]2[C@H]3CN(C(=O)c4ccc(F)cc4)CC(=O)N3[C@H]2CO)cc1
19. CCOC(=O)C1CCN(S(=O)(=O)c2ccc(-c3cc(C(F)(F)F)n(C)n3)s2)CC1
20. CN(C)S(=O)(=O)N1CCC(Oc2ccc(C(=O)NCc3cnn(C)c3)cc2)CC1
21. O=C(c1ccc2c(c1)OCO2)N1CCN(c2ccccn2)CC1
22. CC1(C)O[C@H]2CC(=O)OC[C@]23[C@H]2CC[C@@]4(C)[C@H](c5ccoc5)OC(=O)[C@H]5O[C@]54[C@]2(C)[C@@H](O)C[C@@H]13
23. CCn1c(SCC(=O)NC2(C#N)CCCCC2)nc2ccccc2c1=O
24. Cc1nc(SCC(=O)Nc2c(C)n(C)n(-c3ccccc3)c2=O)c2cnn(-c3ccccc3)c2n1

assay / compound,17,18,19,20,21,22,23,24
ARNT TACC3 PPI,19,.,.,-2,0,4,1,6
LGR2 inh,3,7,.,-7,9,-15,-4,-16
SIRT5 block,-6,1,-5,-6,.,.,-9,0
PAX8 reporter,-3,.,7,-6,-17,-3,2,29
EWS-Fli inh,15,12,-1,1,-22,5,7,5
CASP6 VEID inh,7,.,0,2,.,-6,0,-2
DENV2 CPE,-11,10,-1,-5,.,.,0,-1

Screen by screen, from the results shown:
SIRT5 block for nos. 17 to 24 → -6, 1, -5, -6, ., ., -9, 0
EWS-Fli inh for nos. 17 to 24 → 15, 12, -1, 1, -22, 5, 7, 5
ARNT TACC3 PPI for nos. 17 to 24 → 19, ., ., -2, 0, 4, 1, 6

Following part.
25. Cc1cccc(NC(=S)N2CCN(c3cc(C)ccc3C)CC2)c1
26. COc1cccc(CN2CCN(CCc3ccccc3)C(CCO)C2)c1OC (configuration not stated)
27. CCCOc1ccc(CNC(=O)C2CCN(c3nnc(N4CCCC4=O)s3)CC2)cc1
28. COc1ccc(OC)c(C(=O)CN2C(=O)C(=O)N(C3CCCC3)C2=O)c1
29. COc1ccc(OC)c(NC(=S)N2c3ccccc3CC2C)c1 (configuration not stated)
30. COc1ccc(CCNC(=O)C(=O)NCC2OCCN2S(=O)(=O)c2ccc(Br)cc2)cc1OC (configuration not stated)
31. Nn1c(SCC(=O)NCCC2=CCCCC2)nnc1C(F)(F)F
32. C=CCOC(=O)C1=C[C@@H](c2csc3ccccc23)[C@H](CCCO)[C@@H](OCC)O1

assay / compound,25,26,27,28,29,30,31,32
ARNT TACC3 PPI,-3,-4,-27,-11,-14,7,-22,-2
LGR2 inh,9,-15,4,6,18,-11,-2,-5
SIRT5 block,.,-3,-2,1,0,-1,-2,.
PAX8 reporter,4,2,-165,.,12,4,.,20
EWS-Fli inh,.,-2,14,-5,.,-1,3,3
CASP6 VEID inh,.,1,-2,0,3,7,4,.
DENV2 CPE,.,?,9,9,1,6,-6,.

33. Cc1ccc(C(=O)Nc2ccc3c(c2)nc(CCNC(=O)c2ccco2)n3C)cc1
34. CC(C)CN(C(=O)CN1CCC(C)CC1)c1c(N)n(CC(C)C)c(=O)[nH]c1=O
35. O=C(Nc1ccnn1C1CCN(C(=O)c2ccc(Cl)c(F)c2)CC1)C1CCOC1 (configuration not stated)
36. O=C(N=Nc1c(O)n(Cc2ccccc2)c2ccccc12)c1ccc(O)cc1
37. COCC#Cc1ccc([C@H]2[C@@H](CO)N3CCCCN(C(=O)NC4CCCC4)C[C@H]23)cc1
38. C=CCNC(=O)COC(=O)COc1ccc(Cl)cc1C
39. COc1ccc(Cn2ccnc2SCC(=O)Nc2ccccc2)cc1
40. CC(C)c1c(C(=O)N/N=C/C2CC=CCC2)nnn1-c1nonc1N (configuration not stated)

assay / compound,33,34,35,36,37,38,39,40
ARNT TACC3 PPI,2,.,1,-7,-6,-12,16,0
LGR2 inh,-39,7,23,-32,-8,.,-9,2
SIRT5 block,-1,-9,-3,.,0,17*,-2,-3
PAX8 reporter,-142,11,-11,-122,-12,4,-38,-25
EWS-Fli inh,-98,5,2,.,-12,.,-12,.
CASP6 VEID inh,4,0,-2,.,2,2,1,10
DENV2 CPE,11,-1,?,.,14,.,1,-3

41. Cc1cccc(C)c1OCC(=O)NNC(=O)Nc1ccc(Cl)cc1
42. Cc1ccc(C(=O)O)cc1NC(=O)CCc1ccccc1
43. CC(C)C(=O)Nc1cccc(COc2cccc(CN(Cc3ccccc3)C(=O)OC(C)(C)C)c2)c1
44. O=C(CCn1cccc(C(F)(F)F)c1=O)Nc1cccc(C(F)(F)F)c1
45. c1cc(-c2cnc3cccnn23)c2cccnc2c1
46. COc1ccc([C@@H]2CC=C(C(=O)O)[C@H](c3cccc(Cl)c3)N2S(=O)(=O)c2ccccc2C)cc1
47. O=C(C[C@H]1C[C@@H]2c3cc(NC(=O)C4CCOCC4)ccc3O[C@@H]2[C@H](CO)O1)NCc1ccc(Oc2ccccc2)cc1
48. c1ccc(COc2ccc(-c3cc4nc(NCCN5CCOCC5)ccn4n3)cc2)cc1

assay / compound,41,42,43,44,45,46,47,48
ARNT TACC3 PPI,4,-9,9,.,.,-5,2,.
LGR2 inh,2,-14,-7,11,.,-1,19,?
SIRT5 block,1,-4,7,-3,.,3,-4,-3
PAX8 reporter,.,-15,13,32,-18,-11,-17,-48
EWS-Fli inh,6,0,21,9,3,-4,-4,-12
CASP6 VEID inh,-2,0,0,-4,18,2,-1,-12
DENV2 CPE,.,2,?,3,-13,4,1,-4

49. CC(=O)c1sc(N)nc1C
50. Cn1nc(C(F)(F)F)c(CNC(=O)C(C)(C)CCl)c1N1CCOCC1
51. C[C@@H](NC(=O)C[C@@H]1CC[C@H](NC(=O)Nc2ccc3c(c2)OCO3)[C@H](CO)O1)c1ccccc1
52. O=C(C[C@H]1C=C[C@H](NC(=O)C2CCC2)[C@H](CO)O1)Nc1nccs1
53. CCc1noc(C)c1C(=O)N1CCN(S(=O)(=O)c2ccc(Cl)s2)CC1
54. COc1ccc(C(=O)Nc2ccccc2NC(=O)c2ccc(OC)cc2)cc1
55. Cc1noc(C)c1NC(=O)N(C)C[C@@H]1Oc2ccc(NC(=O)Nc3ccc4c(c3)OCO4)cc2C(=O)N([C@@H](C)CO)C[C@@H]1C
56. CC(C)(C)c1ccc(Oc2ccc(N)cc2)cc1

assay / compound,49,50,51,52,53,54,55,56
ARNT TACC3 PPI,0,-3,3,8,-1,-1,1,3
LGR2 inh,3&7,13,12,2,20,.,-1,18
SIRT5 block,10&-2,-19,-2,-8,-3,-1,0,-4
PAX8 reporter,-17&-15,4,-2,5,-1,-10,.,?
EWS-Fli inh,1&2,-2,10,-2,5,-14,-2,65*
CASP6 VEID inh,-1&7,1,-2,0,34,0,4,-3
DENV2 CPE,-2&3,.,-3,2,0,-1,?,-1

57. COc1ccc(C(CNC(=O)CSc2ccccc2)N2CCOCC2)cc1 (configuration not stated)
58. CNC(=O)c1cc(NC(=O)N(CCC#N)CCN(C(=O)NC(Cc2ccccc2)C(=O)NC(CC(C)C)C(=O)NC)c2ccccc2)ccc1OC (configuration not stated)
59. O=C1CCC(C(=O)N2CCCCO2)CN1CCc1ccccc1 (configuration not stated)
60. CC(C)CC#Cc1ccc2c(c1)O[C@@H](CN(C)C(=O)c1ccccc1)[C@@H](C)CN([C@@H](C)CO)S2(=O)=O
61. CN(C(=O)Nc1cnccc1C(F)(F)F)C1CCCCC1
62. Cc1cc(C)n(CC(C)NC(=O)CCc2nnc(CCc3ccccc3)o2)n1 (configuration not stated)

assay / compound,57,58,59,60,61,62
ARNT TACC3 PPI,.,-4,-7,-7,1,14
LGR2 inh,-6,-17,-7,12,8,-1
SIRT5 block,.,3,-3,0,-2,-5
PAX8 reporter,-8,11,-168,.,10,-17
EWS-Fli inh,-2,-6,.,14,4,-8
CASP6 VEID inh,-65,0,3,-2,-3,-2
DENV2 CPE,4,-11,12,-10,2,1

Single records, as listed above. Values in the order: ARNT TACC3 PPI, LGR2 inh, SIRT5 block, PAX8 reporter, EWS-Fli inh, CASP6 VEID inh, DENV2 CPE
`C=CCOC(=O)C1=C[C@@H](c2csc3ccccc23)[C@H](CCCO)[C@@H](OCC)O1` across the screens: -2, -5, ., 20, 3, ., .
`Cn1ncc([N+](=O)[O-])c1C(=O)N1CCCCCC1` across the screens: -3, 6, -1, 2, ., 2, -6

Assay outcomes as filed in PubChem.
